# High-throughput results deposited in PubChem by The Scripps Research Institute Molecular Screening Center.
# TTR transcr act: activators of transthyretin transcription. SH-SY5Y TTR promoter Gaussia luciferase, luminescence; 100% = recombinant luciferase protein wells. activation, % at 16.7 µM. hit rate 1.3% among 92,000;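 active means activation above the mean of all tested compounds plus 3 SD, cut at about 9.5% in these data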;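 further: cells exposed to compounds for one day before reading; 0% = median of all test compound wells on the plate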
# * = called active by the depositor. An excerpt; the hit share may differ from the screen's.
Molecule | TTR transcr act
CC(=NCC1CCCO1)c1c(O)n(-c2ccc(Cl)cc2)c(=O)[nH]c1=O (configuration not stated) | -0.1
CC(NCc1ccc(Cl)cc1Cl)C(O)c1ccccc1 (configuration not stated) | -1.9
O=C(COC(=O)Cc1ccccc1)NC(=O)NC1CCCCC1 | 0.5
CSc1nc(NC(C)C)nc(NC(C)C)n1 | -0.2
C[C@H](NC(=O)N1C[C@H]2C[C@@H](C1)c1cccc(=O)n1C2)C(=O)Nc1ccc(F)c(F)c1 | 2.1
O=C(CSC1c2ccccc2-c2ccccc21)N/N=C/c1ccc(C(=O)O)cc1 | 0.6
CC(=O)c1cc(C(C)=O)c(C)[n+](C)c1C | 1.7
CN1CCN(C(=O)COc2ccc(N(C)S(=O)(=O)c3ccc(F)cc3)cc2)CC1 | -1.9
CCc1cc(OC)c(CCN)cc1OC | 1.7
CC12CCC3C(CCC4CC(=O)OCC43C)C1CCC2O (configuration not stated) | -1.4
CCCCn1c(O)c(C(CC)=NCc2cc(OC)cc(OC)c2)c(=O)[nH]c1=O | -1.7
OC(CCNCCc1c[nH]c2ccccc12)C(F)(F)Cl (configuration not stated) | -1.7

Molecule | TTR transcr act
Fc1ccc(C[n+]2c(-c3ccccc3)cc(-c3ccccc3)cc2-c2ccccc2)cc1 | -5.1
O=C(Cc1c(-c2ccccc2)nc2ccc(Br)cn12)N1CCCC1 | 2.2
C=CCC1(Nc2ccccc2)CC(C)N(C)CC1C (configuration not stated) | 6.2
O=C(c1cc(F)ccc1F)C1CCCN(Cc2cccc(Cl)c2)C1 (configuration not stated) | 0.1
O=C(O)CCn1cc(C=C2C(=O)NC(=S)NC2=O)c(-c2cccc(Cl)c2)n1 | -0.6
COC(=O)C1=C(c2cccc(C#N)c2)C[C@@H]2CC[C@H]1N2C(=O)NCC1CC1 | 3.7
CCOc1ccc(N2C(=O)NC(=O)/C(=C\c3ccccc3[N+](=O)[O-])C2=O)cc1 | 1.2
Cc1ccc(/C=C2\C(=O)NC(=O)N(CCc3ccc(F)cc3)C2=O)o1 | 0.5
CP(=O)(Nc1ccccc1)C(Cl)(Cl)Cl (configuration not stated) | -0.6
C=CCN1C(=O)NC(=O)/C(=C/c2ccc(OC)c(COc3ccc(NC(C)=O)cc3)c2)C1=O | 0.6
Cc1ccc(Cn2cc(C=O)c(-c3ccc(C)cc3)n2)cc1 | -0.7
CC12Cc3cn[nH]c3C=C1CCC1C2CCC2(C)C1CCC2(C)O (configuration not stated) | -2.4

Molecule | TTR transcr act
COc1ccc(C(c2nnnn2-c2c(C)cccc2C)N2CCC3(CC2)C(=O)NCN3c2ccccc2)cc1 (configuration not stated) | -1.9
Nc1ncc(P(=S)(N2CCOCC2)N2CCOCC2)s1 | 1.8
CCOc1cccc(C2NCc3ccccc3-n3cccc32)c1O (configuration not stated) | 1.3
CC(=O)OC1N=C(c2ccccc2Cl)c2cc(Br)ccc2NC1=O (configuration not stated) | -1.9
CN1Cc2ccccc2-n2nncc2C1 | -1.3
C[C@]12CCC(=O)C[C@H]1CC[C@@H]1[C@@H]2CC[C@]2(C)C(=O)CC[C@@H]12 | -0.5
Cc1cccc(CSc2nc3c(cc2C#N)CN(C)CC3)c1 | -0.8
S=C1Nc2ccccc2Sc2ccccc21 | -0.3
CCOCCN1CCC(OC(C)=O)C(C)C1 (configuration not stated) | 0.7
COc1ccc(/C=C2\C(=O)NC(=O)N(Cc3ccccc3)C2=O)c(OC)c1OC | 0.8
COc1ccc(/C=C2\C(=O)NC(=O)N(CCC3=CCCCC3)C2=O)c(OC)c1 | -0.3
CC1(C)CC2(CCO1)NCCN1C(=O)CSC12 (configuration not stated) | 0.1

Molecule | TTR transcr act
CCCCn1c(O)c(/C(C)=N/NC(=O)Nc2ccccc2)c(=O)[nH]c1=O | 1.1
CN1C[C@@H]2C[C@@H](c3cccn3-c3ccccn3)N3CCC[C@@]23C1=O | 0.5
COc1ccc(C(=O)c2nc3ccccc3n2C(C)C)cc1 | -1.8
CCN(CC)CCCC(C)N=C(c1ccccc1)c1c(O)n(C)c(=O)n(C)c1=O (configuration not stated) | -1.3
O=P1(Oc2ccccc2)OCCCS1 (configuration not stated) | -1.7
O=C(CCc1nc(-c2ccccc2F)no1)N1CCC2(CC1)OCCO2 | 2.5
O=c1[nH]c2ccccc2n1C1CCN(C(CCc2ccccc2)c2nnnn2C2CCCC2)CC1 (configuration not stated) | -4.3
COc1ccc(-n2c(O)c(/C=C/C=Nc3ccccc3)c(=O)[nH]c2=O)cc1 | -1.9
Cn1cc(/C=C2\C(=O)NC(=O)N(c3ccccc3)C2=O)c2ccccc21 | 0.3
CCOC(=O)CNC(=O)N1Cc2cc(-c3cccc(F)c3)ccc2-n2nncc2C1 | -0.8
COc1ccc(-n2c(=O)[nH]c3ccccc3c2=O)cc1 | 6.2
O=c1[nH]cnc2nc(-c3ccc(N(CCCl)CCCl)cc3)[nH]c12 | 0.0

SMILES	TTR transcr act
O=C(COc1ccccc1)N1CCN(C2CC3CCC2C3)CC1 (configuration not stated)	-0.6
CC(Cc1ccccc1)/[N+]([O-])=C\c1ccc(C(F)(F)F)cc1 (configuration not stated)	-3.0
Cc1cc(N2CCOCC2)ccc1/C=C1\C(=O)NC(=O)N(c2ccccc2)C1=O	0.4
CN1CCCC2c3ccccc3CCC21 (configuration not stated)	0.9
O=c1[nH]c(=S)n(CCC2=CCCCC2)c(O)c1/C=N/N1CCOCC1	-2.6
C/C(=N\Nc1ccccc1)c1c(O)n(-c2ccccc2)c(=O)[nH]c1=O	2.6
Nc1ncn[nH]1	-2.9
O=c1[nH]c(O)c(C=NCCc2ccccc2)c(=O)[nH]1	-3.1
CN1CCN2c3ccc(N)cc3CC3(C(=O)NC(=O)NC3=O)C2C1 (configuration not stated)	-1.0
Cn1cc(C(=O)NP(=O)(N2CCOCC2)N2CCOCC2)c2ccccc21	-0.6

SMILES	TTR transcr act
Fc1ccc(CNCCc2ccc3c(c2)OCO3)cc1	0.1
O=C(Cc1ccccc1)Oc1ccccc1N1C(=O)CCC1=O	8.3
O=C(COC(=O)Cc1ccccc1)NCCNC(=O)COC(=O)Cc1ccccc1	-0.7
COc1cccc(NC2=NCCCS2)c1	2.4
O=C(NC1CC1)C1CSC(c2cccnc2)=N1 (configuration not stated)	-0.5
O=C(C1CCC(=O)N1C1CCCC1)N1CCC2(CC1)OCCO2 (configuration not stated)	0.4
c1ccc(N2[C@@H]3CC[C@H]2c2ccccc2C3)cc1	0.0
CCOc1ccc(Cl)cc1CNCCc1ccc(F)cc1	-1.4
CN1C(=O)C(=Cc2ccc(Sc3ccccc3)o2)C(=O)N(C)C1=S	8.3
Nc1c(C(=O)NCCN2CCOCC2)c2nc3ccccc3nc2n1Cc1ccccc1	0.1

SMILES	TTR transcr act
C[N+](C)(C)CCc1ccc(O)cc1	-1.1
OCC#CC[N+]1(CC#Cc2ccccc2)CCOCC1	2.7
O=C(CN1CCCCC1)c1ccc2c(c1)OCO2	0.2
CC12CCC(O)CC1CCC1C2CCC2(C)C(C3=CC(=O)OC3)CCC12O (configuration not stated)	-4.1
CC(=O)N1CCCSC1=Nc1ccccc1	-1.1
Cc1cc(OCC(=O)NCC2CCC(C(=O)O)CC2)c2c3c(c(=O)oc2c1)CCC3 (configuration not stated)	1.4
CC(C)NC(C)C(=O)c1ccc2ccccc2c1 (configuration not stated)	-0.3
COC1CC=C2CCN3CCC4=C(CC(=O)OC4)C23C1 (configuration not stated)	0.5
O=C1N=c2ccccc2=C/C1=C\c1c(O)[nH]c(=S)[nH]c1=O	2.4
COc1c(C)cc(C(=O)C2CCCN(C3CCOCC3)C2)cc1C (configuration not stated)	-0.6

SMILES	TTR transcr act
CCN1CCOC(c2ccccc2)C1 (configuration not stated)	1.1
CCCCP(=O)(O)c1ccccc1	0.8
Cc1ccc(OC(=O)N(C)C[C@@H]2OCc3cnnn3CCCC(=O)N([C@@H](C)CO)C[C@H]2C)cc1	-0.9
N#Cc1ccccc1Cn1cc(C(=O)c2ccccc2F)c2ccccc21	-0.8
O=C(c1cc(-c2cccnc2)nc2ccc(Cl)cc12)N1CCC2(CC1)OCCO2	-0.1
O=C1C2CCCN2C(c2cccnc2)N1c1cccc(Cl)c1 (configuration not stated)	0.2
NC(=S)N/N=C/c1coc2ccccc2c1=O	-1.9
O=c1c2ccccc2nc(/C=C\c2ccccc2[N+](=O)[O-])n1-c1ccccc1O	-1.4
COc1cccc(OC)c1C1=NCC(=O)Nc2c1oc1ccc(Br)cc21	0.8
CC(C)Cc1nc(N2CCNCC2)c(C#N)c2c1CCC2	-2.9

SMILES	TTR transcr act
O=C(CCc1ccccc1)N1Cc2cc(N3CCCCC3)ccc2-n2nncc2C1	0.7
Cc1ncc(CN2CCCC(C(=O)c3cccc(OC(C)C)c3)C2)s1 (configuration not stated)	0.2
COCCNC(=O)CN1C2CCC1CC(O)(c1cccnc1)C2 (configuration not stated)	0.1
Cc1nn(Cc2ccccc2Cl)c(Cl)c1C(=O)OCC(=O)NC(=O)NC1CCCCC1	-1.1
COc1ccc(CCN)cc1S(N)(=O)=O	1.7
COc1ccc(Cn2c(O)c(/C=N/NC(=O)c3ccncc3)c(=O)[nH]c2=O)cc1	-0.7
CN1C(=O)C(O)N=C(c2ccccc2)c2ccccc21 (configuration not stated)	3.2
CCCC1(CCC)C(=O)NC(=NCc2ccccc2)NC1=O	-3.2
CC(NS(C)(=O)=O)c1nnc2n1-c1ccc(Br)cc1C(c1ccccc1Cl)=NC2 (configuration not stated)	-1.6
CN1C(=O)C(=Cc2ccc(SC3CCCCC3)o2)C(=O)N(C)C1=O	-0.8

SMILES	TTR transcr act
CN1C(=O)[C@@]23C[C@]4(c5c[nH]c6ccccc56)c5ccccc5N(S(=O)(=O)c5ccccc5)[C@@H]4N2C(=O)[C@@H]1SS3	-2.8
CC1CCC/C=C/C2CC(O)CC2C(O)/C=C/C(=O)O1 (configuration not stated)	-7.7
CC(C(N)=O)N1CC(c2ccc(Cl)cc2)CC1=O (configuration not stated)	0.5
C[C@]12CCC(=O)C=C1C=CC1C2CC[C@@]2(C)C1CC[C@@H]2O (some centres not stated)	0.0
COc1ccc(OC(=O)N(C)C[C@H]2OCc3cnnn3CCCC(=O)N([C@H](C)CO)C[C@@H]2C)cc1	-0.4
CC(=O)c1c(O)n(-c2cccc(Cl)c2)c(=O)[nH]c1=O (tested in a mixture with another compound)	-3.0
COc1ccc2c(c1)[C@@]13CCCCC1[C@@H](C2)NCC3 (some centres not stated)	-0.1
Cc1cc(/C=C2/C(=O)NC(=O)N(Cc3ccco3)C2=O)c(C)n1-c1ccccc1O	-0.5
CCCCC(CC)COCCCN=Cc1c(O)[nH]c(=S)[nH]c1=O (configuration not stated)	-3.0
CCCCCP(=O)(O)c1ccccc1	0.1

# 4 records picked at random from the list so far, as already listed:
SMILES	TTR transcr act
C[C@H](NC(=O)N1C[C@H]2C[C@@H](C1)c1cccc(=O)n1C2)C(=O)Nc1ccc(F)c(F)c1	2.1
COc1ccc(Cn2c(O)c(/C=N/NC(=O)c3ccncc3)c(=O)[nH]c2=O)cc1	-0.7
O=C(Cc1c(-c2ccccc2)nc2ccc(Br)cn12)N1CCCC1	2.2
C[N+](C)(C)CCc1ccc(O)cc1	-1.1

# Other entries follow:
SMILES	TTR transcr act
CNC(=O)OCCc1nccn1C	-0.9
COC1C(C)OC(OC2CC(C)(O)Cc3cc4c(c(O)c32)C(=O)c2c(O)cc3c(c2C4=O)OC2OC3(C)C(O)C(N(C)C)C2O)C(OC)C1(C)OC (configuration not stated)	-1.8
CCC1(c2ccc(-c3ccccc3)cc2)C(=O)NC(=O)NC1=O	0.4
Cc1nn(-c2ccccc2)c(Cl)c1C1C(C#N)=C(N)Oc2c1c(=O)oc1ccccc21 (configuration not stated)	9.0
C[C@]12CCC3C(CC[C@H]4C[C@@H](O)CC[C@]34C)[C@H]1CC[C@H]2O (some centres not stated)	6.3
O=C(O)c1[nH]c(=O)[nH]c(=O)c1F	0.1
COc1ccc(C2C=C(C)Oc3c2c(=O)oc2ccccc32)cc1OC (configuration not stated)	5.2
Oc1ccc2c3c1OC1c4[nH]c5ccccc5c4C[C@@]4(O)C(C2)N(CC2CC2)CC[C@]314 (some centres not stated)	-0.1
CCCC1(CCC)C(=O)NC(=Nc2ccc(C)cc2)NC1=O	-0.8
Clc1ccccc1NC1=NCCCS1	0.3

# Among those listed so far, these contain a nitro group on carbon:
SMILES	TTR transcr act
CCOc1ccc(N2C(=O)NC(=O)/C(=C\c3ccccc3[N+](=O)[O-])C2=O)cc1	1.2
O=c1c2ccccc2nc(/C=C\c2ccccc2[N+](=O)[O-])n1-c1ccccc1O	-1.4

# The listing continues.
SMILES	TTR transcr act
O=[N+]([O-])c1ccc(C(c2ccc([N+](=O)[O-])cc2)c2ccc([N+](=O)[O-])cc2)cc1	-1.6
Cc1cccc(-n2c(O)c(/C=N/NC(=O)c3ccncc3)c(=O)[nH]c2=O)c1	1.7
Cc1ccc(C2CC3CCC(C2)N3Cc2ccccc2F)cc1 (configuration not stated)	-1.6
CCOC(=O)C1(c2ccccc2)CCN(CCc2ccc(NC(=O)CCC(=O)O)cc2)CC1	-0.8
OCC1(CO)COC(c2cccnc2)N1 (configuration not stated)	-1.3
O=C(c1ccc(Cl)cc1)N1CCC2(CC1)OCCO2	-0.6
NC1(C(=O)O)CCCc2ccc(N(CCCl)CCCl)cc21 (configuration not stated)	-2.1
CN=C1CN=C(c2ccc[nH]2)c2cc(Cl)ccc2N1	-0.5
Cc1ccc(NP(=O)(Oc2ccccc2)Oc2ccccc2)cc1	0.5
COc1ccc(N2C(=O)NC(=O)/C(=C/c3cccc(OC(=O)c4cccs4)c3)C2=O)cc1Cl	3.2
CC[N+]12CCC(CC1)C(C(O)(c1ccccc1)c1ccccc1)C2 (configuration not stated)	-3.8
CCC1([N+](=O)[O-])COP(N)(=O)OC1 (configuration not stated)	-0.1

# Quoted from above for reference:
SMILES	TTR transcr act
O=C(c1ccc(Cl)cc1)N1CCC2(CC1)OCCO2	-0.6
NC1(C(=O)O)CCCc2ccc(N(CCCl)CCCl)cc21 (configuration not stated)	-2.1
CN=C1CN=C(c2ccc[nH]2)c2cc(Cl)ccc2N1	-0.5
Cc1ccc(NP(=O)(Oc2ccccc2)Oc2ccccc2)cc1	0.5
COc1ccc(N2C(=O)NC(=O)/C(=C/c3cccc(OC(=O)c4cccs4)c3)C2=O)cc1Cl	3.2
